# Source: PubChem BioAssay
# HepG2 viability = counter-screen for TGF-b inhibitors: cytotoxicity in HepG2 cells; HepG2 CAGA-GFP viability, ATP luminescence, 18 h; Potency, µM (series often up to 46.1 µM), for inactives: at the highest dose activity change, negative = cytotoxicity, hits mostly cytotoxic; 410,000 compounds, 0.76% hits; note: some results filed as inactive show a strong effect at the top dose
#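 HepG2 CAGA-GFP cells (1000/well, DMEM with 1% FBS) received compound, then TGF-beta at 500 pg/mL final, and were incubated 18 hours at 37 degrees C. Viability was read by CellTiter-Glo luminescence. Media-only wells were set as complete cell-killing and DMSO as no toxicity.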
# S2 tox = cell viability loss in ATXN counter-screen | S2 cells (HEK-293 line with an ATXN2-luciferase reporter) viability, CellTiter-Fluor protease fluorescence, 24 h | Potency, µM (series often up to 56.7 µM), actives largely listed as cytotoxic | 400,000 compounds, 0.49% hits; note: nearly all actives have a fitted effect of over 40% in size
# EPAC2 antag = EPAC2 (human) antagonism; Q8WZA2; AID 720708; Potency, µM (highest dose often 114 µM), for inactives: at the highest dose activity, negative = inhibition, actives largely listed as inhibitors; 360,000 compounds, 0.18% hits; EPAC2 GEF exchange of Rap1B-BODIPY-GDP, fluorescence; note: % is set by controls: 0 for no effect and ±100 for the full control effect; nearly all actives have a fitted effect of over 45% in size; many of its hits are not listed in these tables
# Target sequence (Q8WZA2 whole entry, looked up): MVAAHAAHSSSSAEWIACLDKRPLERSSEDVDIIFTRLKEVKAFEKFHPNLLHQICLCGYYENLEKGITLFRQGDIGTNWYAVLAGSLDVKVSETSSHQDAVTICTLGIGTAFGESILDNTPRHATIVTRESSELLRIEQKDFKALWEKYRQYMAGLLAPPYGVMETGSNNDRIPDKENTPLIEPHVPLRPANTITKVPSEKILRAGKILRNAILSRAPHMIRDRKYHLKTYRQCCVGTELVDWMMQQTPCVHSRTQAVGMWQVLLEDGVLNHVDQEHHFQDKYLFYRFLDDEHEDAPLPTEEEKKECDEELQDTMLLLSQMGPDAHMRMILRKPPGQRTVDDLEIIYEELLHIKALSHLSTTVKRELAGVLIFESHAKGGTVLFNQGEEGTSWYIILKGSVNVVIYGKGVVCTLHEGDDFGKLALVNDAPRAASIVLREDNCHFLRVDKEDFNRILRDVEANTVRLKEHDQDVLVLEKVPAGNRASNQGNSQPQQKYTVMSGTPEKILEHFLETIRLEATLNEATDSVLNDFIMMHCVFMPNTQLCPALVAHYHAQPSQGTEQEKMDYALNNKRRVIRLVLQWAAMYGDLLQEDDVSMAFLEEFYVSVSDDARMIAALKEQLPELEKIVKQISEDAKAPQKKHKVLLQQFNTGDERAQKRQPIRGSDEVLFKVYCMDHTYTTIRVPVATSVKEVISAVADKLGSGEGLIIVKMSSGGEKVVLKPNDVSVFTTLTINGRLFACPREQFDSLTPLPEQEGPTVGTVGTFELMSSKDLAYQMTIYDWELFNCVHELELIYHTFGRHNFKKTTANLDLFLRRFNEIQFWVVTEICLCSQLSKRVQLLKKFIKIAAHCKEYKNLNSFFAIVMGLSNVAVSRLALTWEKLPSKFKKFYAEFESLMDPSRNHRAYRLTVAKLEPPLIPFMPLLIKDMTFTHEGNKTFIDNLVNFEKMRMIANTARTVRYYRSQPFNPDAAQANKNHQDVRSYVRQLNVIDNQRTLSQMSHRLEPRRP
# MCF10A rerep = inducers of DNA re-replication in MCF 10A breast cells; MCF 10A DNA re-replication, Hoechst nuclear intensity, 48 h; Potency, µM (titrated, usually from 46.1 µM), without a hit: at the top dose activity, positive = re-replication, hits mostly activators; 350,000 compounds, 2.9% hits; AID 624296; note: % of control where 0% means no effect; nearly all actives have a fitted effect of over 50% in size
# Nrf2 activator = Nrf2 pathway activation; AREc32 ARE-luciferase reporter (MCF7-derived line), luminescence, 24 h; 410,000 compounds, 0.31% hits; Potency, µM (doses to about 46.1 µM), for the others: at the top dose activation, actives largely listed as activators; note: % of control where 0% means no effect; nearly all actives have a fitted effect of over 65% in size
#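 Quantitative high-throughput format: AREc32 reporter cells, 1000 per well, received compound by pin transfer and were incubated 24 hr at 37 deg C, 5% CO2, before Steady-Glo luminescence detection.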
# TGFb SMAD3 inh = blocks TGF-b signaling; AID 588855; HepG2 CAGA-GFP TGF-b/SMAD3 reporter, GFP fluorescence, 18 h; TGF-beta stimulated, 500 pg/mL final; Potency, µM (highest dose often 46.1 µM), for the others: top-dose activity, negative = inhibition, hits mostly inhibitors; 410,000 compounds, 1.2% hits; note: % is set by controls: 0 for no effect and ±100 for the full control effect; nearly all actives have a fitted effect of over 65% in size
#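 Using HEPG2 CAGA-GFP reporter cells at 1000 cells/well, we pinned test compounds, stimulated with recombinant TGF-beta (500 pg/mL final) and measured total well GFP after 18 h.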
# ATXN2 expr inh = ATXN2 expression inhibition | HEK-293 ATXN2-luciferase reporter, luminescence, 24 h | Potency, µM (top dose mostly 57 µM), for the others: top-dose activity change, negative = inhibition, usual class: inhibitors | 360,000 compounds, 0.72% hits | AID 1745845; note: % is set by controls: 0 for no effect and ±100 for the full control effect; nearly all actives have a fitted effect of over 55% in size
#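 qHTS (up to 57 uM final) was run with 24 h compound exposure of reporter cells at 37 °C. Each well was multiplexed: SteadyGlo luminescence measured ATXN2-luciferase expression after a fluorogenic Gly-Phe-AFC viability readout (25 uM final).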
# Nrf2 block = blocks Nrf2 signaling; A549 ARE-Fluc reporter, luciferase luminescence, 18-24 h; Potency, µM (doses to about 46 µM), for the others: at the top dose activity change, negative = inhibition, actives largely listed as inhibitors; 360,000 compounds, 2.1% hits; AID 504444; note: % is set by controls: 0 for no effect and ±100 for the full control effect; nearly all actives have a fitted effect of over 60% in size
#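 A549 ARE_Fluc cells, 5000/well, 5% FBS OPTI-MEM; compounds in dose-response, 18-24 h at 37 °C/5% CO2; CellTiter-Fluor viability read (Ex 405/Em 525), then BugLite luciferase luminescence = Nrf2 activity.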
# A549 viability = A549 cytotoxicity, counter-screen for Nrf2 inhibitors. A549 ARE-Fluc cells, CellTiter-Fluor viability, 18-24 h. 390,000 compounds, 0.16% hits. Potency, µM (top dose mostly 46 µM), without a hit: at the highest dose activity change, negative = cytotoxicity, usual class: inhibitors; note: % is set by controls: 0 for no effect and ±100 for the full control effect
#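 Cytotoxicity counterscreen: CellTiter-Fluor fluorescence was measured in A549 ARE_Fluc cells after 18-24 h of compound exposure in a concentration series. The subsequent BugLite luminescent read reports ARE-luciferase activity.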
# Active calls of the source: *; i = inactive; ? = inconclusive; nt = not tested or not shown; [ ] = another dose, or the depositor's remark. Calls come from the whole dose curve; as a rule, active = well fitted curve in the direction sought with a large enough effect; inconclusive = small, poorly fitted or top-dose-only effect, or another doubt; inactive = no such curve, though single readings can be large; an effect the other way counts as inactive or inconclusive. Potency is the fitted concentration of half-maximal effect.
# The opening 9 compounds, ahead of the listing:
[1] CCOc1ccc(CCNC(=O)c2cn(CC)c3ccc(S(=O)(=O)N4CCc5ccccc5C4)cc3c2=O)cc1OCC
[2] O=c1c2c(nc3n1CCCCC3)sc1c(O)c(Br)ccc12
[3] COc1ccc(-n2c(=O)c3c4c(sc3n(Cc3ccc(F)cc3)c2=O)CCCC4)c(OC)c1
[4] CCOC(=O)/C(C#N)=C/Nc1ccccc1NS(=O)(=O)c1ccc(C)c(C)c1
[5] O=C(NCc1cccs1)c1ccc(CSc2nc3cccnc3n2Cc2ccc(F)cc2)cc1
[6] Fc1ccc2c(c1)C(c1ccncc1)=NNC(c1ccc(Br)cc1)=N2
[7] O=C(O)CCCn1c(=O)c2cccn2c2ccc(F)cc21
[8] CSCCC(NC(=O)c1ccccc1)C(=O)N/N=C(\C)c1ccccc1 (stereo not drawn)
[9] COc1ccc(CCNC(=O)c2cc3cccc(OC)c3oc2=O)cc1OC

Assay by compound | 1 | 2 | 3 | 4 | 5 | 6 | 7 | 8 | 9
HepG2 viability | -5% | -34% | 0% | -7% | -36% | -18% | -22% | -1% | 5%
EPAC2 antag | nt | 0% | nt | 1% | nt | 6% | 2% | 6% | 6%
Nrf2 block | ? | nt | 5%[9.27 µM] | -6% | 18µM* | -20% | 2% | 10% | 1%
TGFb SMAD3 inh | ? | -6% | 2% | -18% | ? | ? | -1% | ? | 1%
ATXN2 expr inh | 2% | -24% | 12% | -6% | -32% | -23% | 3% | 5% | ?
A549 viability | 5% | 6% | -2% | 1% | -19% | -4% | 0% | -5% | -4%
Nrf2 activator | -1.3% | 6.8% | -1.3% | 0.3% | 1.1% | 0.6% | 0.1% | 0.0% | -0.7%
MCF10A rerep | nt | 0% | nt | 0% | nt | -4% | -5% | -2% | 1%
S2 tox | i | i | i | i | ? | i | i | i | ?

# The listing, repeating the preview:
[1] CCOc1ccc(CCNC(=O)c2cn(CC)c3ccc(S(=O)(=O)N4CCc5ccccc5C4)cc3c2=O)cc1OCC
[2] O=c1c2c(nc3n1CCCCC3)sc1c(O)c(Br)ccc12
[3] COc1ccc(-n2c(=O)c3c4c(sc3n(Cc3ccc(F)cc3)c2=O)CCCC4)c(OC)c1
[4] CCOC(=O)/C(C#N)=C/Nc1ccccc1NS(=O)(=O)c1ccc(C)c(C)c1
[5] O=C(NCc1cccs1)c1ccc(CSc2nc3cccnc3n2Cc2ccc(F)cc2)cc1
[6] Fc1ccc2c(c1)C(c1ccncc1)=NNC(c1ccc(Br)cc1)=N2
[7] O=C(O)CCCn1c(=O)c2cccn2c2ccc(F)cc21
[8] CSCCC(NC(=O)c1ccccc1)C(=O)N/N=C(\C)c1ccccc1 (stereo not drawn)
[9] COc1ccc(CCNC(=O)c2cc3cccc(OC)c3oc2=O)cc1OC
[10] CCOCCC(=O)Nc1ncc(S(=O)(=O)c2ccc([N+](=O)[O-])cc2)s1

Assay by compound | 1 | 2 | 3 | 4 | 5 | 6 | 7 | 8 | 9 | 10
HepG2 viability | -5% | -34% | 0% | -7% | -36% | -18% | -22% | -1% | 5% | -6%
EPAC2 antag | nt | 0% | nt | 1% | nt | 6% | 2% | 6% | 6% | 2%
Nrf2 block | ? | nt | 5%[9.27 µM] | -6% | 18µM* | -20% | 2% | 10% | 1% | nt
TGFb SMAD3 inh | ? | -6% | 2% | -18% | ? | ? | -1% | ? | 1% | 13%
ATXN2 expr inh | 2% | -24% | 12% | -6% | -32% | -23% | 3% | 5% | ? | nt
A549 viability | 5% | 6% | -2% | 1% | -19% | -4% | 0% | -5% | -4% | nt
Nrf2 activator | -1.3% | 6.8% | -1.3% | 0.3% | 1.1% | 0.6% | 0.1% | 0.0% | -0.7% | -0.6%
MCF10A rerep | nt | 0% | nt | 0% | nt | -4% | -5% | -2% | 1% | nt
S2 tox | i | i | i | i | ? | i | i | i | ? | i

[11] O=C(Nc1ccccc1)c1sc2cc(C(F)(F)F)cnc2c1-c1cccs1
[12] CCCNC(=O)C1(C)CCN(Cc2cc(-c3ccccc3)on2)C1 (stereo not drawn)
[13] Cc1ccc2c(c1)c1ccc3c(c1n2C)C(=O)C=CC3=O
[14] CCOc1ccc2oc(C(=O)N(C)CC(=O)Nc3ccc(OCC)c(OCC)c3)c(C)c2c1
[15] CC(C)CC1C(=O)N(Cc2cn(CCC3OCCCO3)nn2)CCS(=O)(=O)N1Cc1ccc(-c2ccccc2)cc1 (stereo not drawn)
[16] COc1cccc(NC(=O)C2CCN(S(=O)(=O)c3ccc4c(c3)CC(C)N4C(C)=O)CC2)c1 (stereo not drawn)
[17] O=C(C[C@H]1C[C@@H]2c3cc(NC(=O)c4cccnc4)ccc3O[C@@H]2[C@H](CO)O1)NCc1ccncc1
[18] CCOC(=O)c1c(NC(=O)COC(=O)c2nc(Cl)ccc2Cl)sc(C(=O)N(C)C)c1C
[19] COc1ccc(C2C3=C(CCCC3=O)Nc3ccc4ncccc4c32)cc1OC (stereo not drawn)
[20] Cc1c(C(=O)NCc2cccnc2)sc2nc(-c3ccc(F)cc3)cn12

Assay by compound | 11 | 12 | 13 | 14 | 15 | 16 | 17 | 18 | 19 | 20
HepG2 viability | 0% | -3% | -37% | 0% | -28% | -1% | -12% | 3% | -2% | -17%
EPAC2 antag | -5% | -3% | -4% | -12% | ? | 3% | 7% | 11% | -8% | -1%
Nrf2 block | 1% | nt | -27% | -4% | nt | ? | nt | 24% | 6% | ?
TGFb SMAD3 inh | 21% | -3% | ? | -7% | 1% | -18% | 6% | 17% | 2% | -3%
ATXN2 expr inh | 10% | 14% | 10µM* | 4% | -8% | -36% | 11% | -6% | 40%[activator] | -11%
A549 viability | -3% | nt | ? | 5% | nt | -4% | nt | 5% | -13% | -4%
Nrf2 activator | 4.7% | 4.7% | 10% | 2.2% | 0.7% | -0.1% | -0.7% | -0.7% | 7.8% | 5.7%
MCF10A rerep | ? | nt | ? | 13% | nt | 13% | nt | -5% | 7% | 0%
S2 tox | i | i | 10µM* | i | i | i | i | i | ? | ?

[21] NC(=O)c1ccc(NC(=O)c2cccc3c2OCCCO3)cc1
[22] O=C(C1CCN(S(=O)(=O)c2cc(Cl)ccc2Cl)CC1)N1CCCC1
[23] CC1(C)C(=O)Nc2ccccc2N1C(=O)COC(=O)COc1ccc(C#N)cc1
[24] CC(=O)Nc1ccc(N/C=C/C(=O)c2ccc(Br)cc2)cc1
[25] CCOc1ccc(-c2cc(-c3nc(-c4ccc(OC)c(OC)c4)no3)[nH]n2)cc1
[26] Cc1ccc(-n2cc3c(-c4cccc(Br)c4)nnc(C)c3n2)cc1
[27] COCCNC(=O)CSc1nc2ccccc2c2nc(C)nn12
[28] O=C(c1cc2nc(-c3ccccc3)cc(C(F)(F)F)n2n1)N1CCN2CCCC2C1 (stereo not drawn)
[29] COc1ccc(OC)c(NC(=O)c2cc(-c3cc(C)ccc3O)n[nH]2)c1
[30] Cc1ccc(C)c(NC(=O)CC2NCCNC2=O)c1 (stereo not drawn)

Assay by compound | 21 | 22 | 23 | 24 | 25 | 26 | 27 | 28 | 29 | 30
HepG2 viability | -25% | -14% | -2% | -21% | -17% | -38% | -1% | -4% | -60% | -3%
EPAC2 antag | 1% | 18% | 5% | 0% | nt | -10% | 17% | 1% | 1% | nt
Nrf2 block | -16% | -12% | -10% | 10% | ? | ? | 4% | -10% | ? | -15%
TGFb SMAD3 inh | -3% | -7% | 0% | -11% | 22% | ? | -1% | 1% | ? | 10%
ATXN2 expr inh | 1% | 3% | -6% | 14% | nt | 3% | 3% | -21% | 8% | 24%
A549 viability | -4% | 3% | 2% | 0% | -27% | -15% | 1% | 0% | -7% | -10%
Nrf2 activator | -0.3% | 0.1% | -0.3% | -0.9% | 3.8% | 2.1% | -0.1% | 7.7% | -0.4% | 2.0%
MCF10A rerep | ? | ? | -2% | 25% | nt | 14% | -3% | 2% | 17% | nt
S2 tox | i | i | i | i | nt | i | i | i | ? | i

[31] O=C(NCc1cccnc1)c1ccc(COc2cccc3ccccc23)o1
[32] Cc1ccc(-c2ccc3nnc(SCC(=O)NCC4CCCO4)n3n2)cc1 (stereo not drawn)
[33] COc1ccc(C2=NNC(c3cccnc3)=Nc3ccccc32)cc1
[34] O=C(NN1C(=O)c2ccccc2C1=O)C1C2CCCCC21 (stereo not drawn)
[35] COc1cc2ccccc2cc1C(=O)NC(=S)Nc1cccc(C(=O)O)c1C
[36] N#Cc1nc(-c2cccs2)oc1NCc1ccc(Cl)cc1
[37] Cc1cc(N2CCN(C(=O)c3cccs3)CC2)c(F)cc1[N+](=O)[O-]
[38] CCN(CC(=O)Nc1cc(Cl)ccc1C)C(=O)CSCc1ccc(C)cc1
[39] CC(C)(C)n1nnnc1C(c1cccc(C(F)(F)F)c1)N1CCC(O)CC1 (stereo not drawn)
[40] CCOC(=O)C1CCN(C(=O)c2ccccc2)C(CC)C1=O (stereo not drawn)

Assay by compound | 31 | 32 | 33 | 34 | 35 | 36 | 37 | 38 | 39 | 40
HepG2 viability | -25% | -14% | 17% | 0% | -5% | 11% | -33% | -16% | 0% | -7%
EPAC2 antag | 4% | 8% | 20% | -9% | -8% | -4% | -8% | -21% | 18% | -2%
Nrf2 block | ? | 8% | -14% | ? | 7% | -9% | ? | -16% | -14% | 3%
TGFb SMAD3 inh | 10% | -19% | -1% | -1% | 0% | ? | ? | -17% | 15% | 0%
ATXN2 expr inh | -13% | 5% | nt | -7% | 0% | 5% | 0% | 0% | -34% | 3%
A549 viability | -13% | -1% | 0% | -16% | -3% | 9% | -10% | 4% | ? | -1%
Nrf2 activator | 0.6% | 0.0% | -1.1% | 0.0% | 4.6% | 4.3% | 3.8% | 3.0% | 0.5% | 1.6%
MCF10A rerep | 18% | 8% | -2% | -35%[inhibitor] | 0% | ? | ? | ? | 11% | 3%
S2 tox | i | i | i | i | i | i | ? | i | i | i

# A portion of the library, so the mix of outcomes need not match the whole.
